CHT allo act: allosteric activators of human choline transporter CHT | Q9GZV3 | CHT-expressing cells, membrane potential dye, choline EC20; stronger effect = higher value; LV-AA mutant CHT in HEK293 cells | B-score at 10 µM | actives 0.49% (n = 310,000);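 active = initial fluorescence not abnormally high and integrated response B-score, plate-corrected, over 3 SD above library mean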
Target sequence (Q9GZV3 whole entry, looked up): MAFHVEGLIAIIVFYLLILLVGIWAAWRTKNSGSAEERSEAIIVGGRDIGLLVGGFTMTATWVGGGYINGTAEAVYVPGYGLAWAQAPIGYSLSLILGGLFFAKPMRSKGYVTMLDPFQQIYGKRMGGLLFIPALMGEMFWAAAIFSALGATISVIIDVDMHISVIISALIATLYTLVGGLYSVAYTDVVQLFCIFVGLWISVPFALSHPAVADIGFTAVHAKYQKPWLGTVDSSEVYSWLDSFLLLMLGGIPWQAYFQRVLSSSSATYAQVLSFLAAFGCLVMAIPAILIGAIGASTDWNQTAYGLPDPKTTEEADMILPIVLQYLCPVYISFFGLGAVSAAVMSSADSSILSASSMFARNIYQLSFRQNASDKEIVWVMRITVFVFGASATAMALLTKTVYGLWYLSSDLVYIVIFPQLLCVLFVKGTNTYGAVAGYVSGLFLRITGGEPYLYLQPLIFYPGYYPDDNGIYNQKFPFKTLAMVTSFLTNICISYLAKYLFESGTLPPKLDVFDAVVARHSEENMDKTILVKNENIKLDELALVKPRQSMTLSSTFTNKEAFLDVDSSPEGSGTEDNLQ
OX1R antagonist: blocks the human orexin 1 receptor; inhibition, % at 5 µM; O43613; actives 0.43% (n = 330,000); AID 434989; CHO/OX1R cells, Fluo-8 calcium fluorescence, orexin A;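 active = inhibition above its plate's threshold, mean inhibition of all tested compounds on the plate plus 3 SD, cut at about 37% in these data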;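 note: 0% = orexin A challenge wells and 100% = SB-334867-A antagonist wells; not every result past the cut was called active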
Target sequence (O43613 whole entry, looked up): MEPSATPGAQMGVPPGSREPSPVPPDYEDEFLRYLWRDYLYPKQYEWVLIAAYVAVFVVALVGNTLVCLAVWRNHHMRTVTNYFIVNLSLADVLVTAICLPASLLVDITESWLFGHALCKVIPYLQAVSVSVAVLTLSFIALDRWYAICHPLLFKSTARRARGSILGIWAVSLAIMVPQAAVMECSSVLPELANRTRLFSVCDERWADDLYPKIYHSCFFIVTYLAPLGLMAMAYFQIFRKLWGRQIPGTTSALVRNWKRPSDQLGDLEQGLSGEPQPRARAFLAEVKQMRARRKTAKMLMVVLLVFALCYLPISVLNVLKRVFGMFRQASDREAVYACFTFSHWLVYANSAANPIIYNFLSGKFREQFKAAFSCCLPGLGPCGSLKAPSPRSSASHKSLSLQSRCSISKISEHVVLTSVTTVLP
Numbers without * were called inactive; i = inactive; nt = no result given.

entry	mol	CHT allo act	OX1R antagonist
1	CC1(C)CC(=O)C(C=Nc2ccc(C(=O)c3ccccc3)cc2N=CC2=C(O)CC(C)(C)CC2=O)=C(O)C1	i	-1
2	CC(=O)O[C@H]1C(=O)[C@@]2(C)[C@H]([C@H](OC(=O)c3ccccc3)[C@]3(O)C[C@H](OC(=O)[C@H](O)C(NC(=O)c4ccccc4)c4ccccc4)C(C)=C1C3(C)C)[C@]1(OC(C)=O)CO[C@@H]1C[C@@H]2O (some centres not stated)	i	12
3	Cc1cccn2c(CN3CCNC(=O)CC3)c(C(=O)N(C)CCc3ccccc3)nc12	i	-5
4	CC(C)OCCCN(C)C1CCN(S(=O)(=O)c2ccc(-c3cc(C(F)(F)F)no3)s2)CC1	i	-7
5	Cc1ccc(/C=C2/C(=O)N=C(N)N2C)s1	i	-6
6	O=C(c1cc(S(=O)(=O)N2CCOCC2)c(Cl)cc1Cl)N1CCN(S(=O)(=O)c2cccc(F)c2)CC1	nt	-28
7	CC1(C)CC(NS(=O)(=O)OCC(Cl)(Cl)Cl)c2cc(C#N)ccc2O1 (configuration not stated)	i	-17
8	CCOC(=O)Cc1csc(NC(=O)CSc2ncnc3c2cnn3-c2ccc(OC)cc2)n1	i	29
9	Cc1ccc2nc(CSc3nnc(Nc4ccccc4F)s3)cc(=O)n2c1	i	-24
10	COc1cc(CNCCCN2CCOCC2)ccc1OCC(=O)Nc1cccc(C(F)(F)F)c1	i	-6
11	CC(C)C(c1nnnn1C1CCCC1)N1CCc2ccccc21 (configuration not stated)	i	-32
12	CN(CC(=O)Nc1ccc(N2CCOCC2)cc1)C(=O)c1cc(F)c(F)cc1Cl	i	-5
13	Cc1cc(C)n(-c2ccc(Cl)c(C(=O)O)n2)n1	i	-11
14	COC(=O)c1sccc1-n1cccc1C(=O)C(=O)N1CC(C)OC(C)C1 (configuration not stated)	i	-12
15	O=[N+]([O-])c1cc(S(=O)(=O)N2CCCC2)ccc1O	i	-7
16	CCCCn1c(=O)cc(C)n(-c2ccccc2)c1=O	i	-4
17	COC(=O)c1c(NC(=O)c2c(OC)cccc2OC)sc2c1C(C(=O)OC)CC2 (configuration not stated)	i	-28
18	CCC(C(=O)OC(C)C(=O)Nc1ccc(Cl)cn1)c1ccccc1 (configuration not stated)	i	-42
19	Cc1ccc(NS(=O)(=O)c2cccc([N+](=O)[O-])c2)nc1	i	4
20	Cc1cccc(-c2oc3ccc(-c4ccc5c(c4)OCO5)cc3c2/C=C/c2ccc(N)cc2)c1	i	-5
21	O=C(Cn1cc[n+](Cc2ccccc2)c1)c1ccc([N+](=O)[O-])cc1	i	-18
22	O=C(/C=C/c1cccc([N+](=O)[O-])c1)Nc1ccccc1N1CCOCC1	i	-26
23	Cc1cc(NC(=O)C2CCCCC2C(=O)O)ccc1NC(=O)c1ccccc1 (configuration not stated)	i	-9
24	COc1ccc(CCC(=O)Nc2ccc(C)c([N+](=O)[O-])c2)cc1	i	-6
25	CCOC(=O)C1=C(C)N=c2s/c(=C\c3ccncc3)c(=O)n2C1c1ccc2c(c1)OCO2 (configuration not stated)	i	-23

More entries.
entry	mol	CHT allo act	OX1R antagonist
26	Cc1nc(Cl)sc1C(=O)Nc1ccccc1	i	1
27	O=C(CN1CCCC1)Nc1cc(C(F)(F)F)cc(C(F)(F)F)c1	i	-13
28	C=CC(=C)CC(NC)c1ccccc1 (configuration not stated)	i	-19
29	CCOc1cc(CNn2nnnc2N)ccc1OCC(=O)NC(C)(C)C	i	3
30	Cc1c(C(=O)OC2CCCCC2)[nH]c2c1C(=O)CC(C)(C)C2	i	-13
31	Cc1ccc(Cl)cc1N1CCN(S(C)(=O)=O)CC1	i	-21
32	COc1ccc(NC(=O)C2CCCN(c3cnccn3)C2)c(OC)c1 (configuration not stated)	i	-24
33	Fc1ccc(CSc2ccc3nnc(-c4cccs4)n3n2)cc1	i	-36
34	CCc1ccccc1NC(=O)N1C2CCCC1CC(NC(C)=O)C2 (configuration not stated)	i	5
35	CCCOc1ccc(C(CC(=O)O)NC(=O)CC(c2ccccc2)c2ccccc2)cc1 (configuration not stated)	i	-6
36	O=C1CCC(c2ccccc2)(c2ccccc2)CC1	i	-25
37	Cc1occc1C(=O)Nc1cc(=O)n(C)c(=O)n1C	i	-13
38	CCCc1cc(=O)oc2c(C)c(OCC(=O)NCc3ccccn3)ccc12	i	-16
39	CN1CCN(CC(=O)Nc2c(C#N)cnn2-c2ccccc2)CC1	i	-10
40	COC(=O)c1cc(NC(=O)c2cccc(Cl)c2)c(=O)oc1/C=C/Nc1cc(C)cc(C)c1	i	37
41	Cc1nc(SCC(=O)Nc2ccccc2C(F)(F)F)c(C#N)c(C)c1CC(=O)c1ccc(Br)cc1	i	-26
42	COc1ccc(/C=C2/SC(=O)N(CC(=O)Nc3cc(C)on3)C2=O)cc1OC	i	1
43	COc1ccc(Cl)cc1NC(=O)CCN1C(=O)C2CC=CCC2C1=O (configuration not stated)	i	-17
44	C=C(C)CN(CC)C(=O)CCc1nnc(CCCc2ccccc2)o1	i	-11
45	CCOC(=O)N1CCN(C(=O)/C(=C/c2cccs2)NC(=O)c2ccc(OC)c(OC)c2)CC1	i	-35
46	O=C(CSc1nnc2ccccn12)NC(=O)c1cccc([N+](=O)[O-])c1	nt	-13
47	COc1cccc(CC(=O)N2CCCC(CO)(Cc3ccc(F)cc3F)C2)c1 (configuration not stated)	i	-35
48	COC(=O)c1cc(S(=O)(=O)Nc2cccc(S(N)(=O)=O)c2)oc1C	i	-11
49	CCN(c1ccc(NC(=O)COC(=O)/C=C/c2cccs2)cc1)C(C)C	i	-17
50	CCOc1ccc(CCNC(=O)COC(=O)c2cc(OC)c(OC)c(OC)c2)cc1OCC	i	-29

Continued.
entry	mol	CHT allo act	OX1R antagonist
51	CCN(CC)CCCn1c2c(c(SCC(=O)N3CCCc4ccccc43)nc1=O)CCC2	i	-14
52	COc1cc(/C=C2\SC(=S)N(CCC(=O)N3CCCCC3)C2=O)cc(OC)c1OC	i	-3
53	Fc1ccc(-n2cnnn2)c(F)c1	i	-25
54	Cc1ccc(-n2nnc3c(=O)n(CC(=O)N4CCCC4)cnc32)cc1	i	-4
55	Cc1c([N+](=O)[O-])c([N+](=O)[O-])nn1CC(=O)N1CCCCC1	i	-1
56	O=C(c1ccc(-c2ccccc2)cc1)N1CCN(c2ccccc2)CC1	i	10
57	CCN(C(=O)c1c(-c2ccccc2)noc1C)c1ccccc1	i	-2
58	O=C(NCC1CCOCC1)c1ccc(OC2CCN(Cc3ccccn3)CC2)cc1	i	-7
59	CCOC(=O)c1c(C)[nH]c(C(=O)OCC(=O)Nc2cc(C)ccc2OC)c1C	i	-12
60	CC(C)N(Cc1ccccc1)C(=O)/C=C/c1ccccc1[N+](=O)[O-]	i	-20
61	O=S(=O)(c1ccccc1)N1N=C(c2ccc(Br)cc2)CC1c1ccco1 (configuration not stated)	i	-12
62	CCC(Cc1ccccc1)NC(=O)Cn1ncc2ccsc2c1=O (configuration not stated)	i	-13
63	CCOP(=O)(c1ccccc1)C1(C#N)CCCC1 (configuration not stated)	i	-15
64	Clc1cc(Cl)c2nc(N3CCCC3)sc2c1	i	-10
65	COc1ccc(NC(=O)c2ccc(Cl)nc2)cc1S(=O)(=O)N1CCOCC1	nt	-15
66	CCOCCCNCc1cc(Br)ccc1OCc1ccccc1	i	-25
67	CC(C)CC(c1nnnn1Cc1ccc2c(c1)OCO2)N1CCC(C(N)=O)CC1 (configuration not stated)	i	-17
68	O=[N+]([O-])c1c(Nc2ccccc2)ccc2nonc12	i	-3
69	C=CCc1cc(C=O)cc(OC)c1OCc1c(Cl)cccc1Cl	i	-21
70	O=C(CCc1c[nH]c2ccccc12)NC1CC1	i	-13
71	COC(=O)c1cc(S(=O)(=O)N2CCOCC2)c(Cl)cc1N1CCOCC1	i	-8
72	CN1C(=O)/C(=C/c2ccc(OCc3ccccc3F)cc2)N(C)C1=S	i	-16
73	CCc1sc(NC(=O)CN2CCOCC2)nc1-c1ccccc1	i	-16
74	CC1CCN(S(=O)(=O)c2cn(CC(=O)N3CCN(c4cccc(C(F)(F)F)c4)CC3)cn2)CC1	i	-11
75	CCOC(=O)C1=C(O)C(=O)N(c2ccc(S(N)(=O)=O)cc2)C1c1ccc(OC)cc1 (configuration not stated)	i	11

Whole records from above. Order of screens: CHT allo act	OX1R antagonist
Profile of `CN(CC(=O)Nc1ccc(N2CCOCC2)cc1)C(=O)c1cc(F)c(F)cc1Cl` → i	-5
Profile of `Cc1ccc(-n2nnc3c(=O)n(CC(=O)N4CCCC4)cnc32)cc1` → i	-4

Next entries
entry	mol	CHT allo act	OX1R antagonist
76	COc1ccc(-c2nc(SCC(=O)NCc3ccco3)c(-c3ccccc3)[nH]2)cc1OC	i	-24
77	CCOc1ccc(NC(=O)NCCN2C(C)CCCC2C)cc1 (configuration not stated)	i	-8
78	CN(C)C(CNC(=S)Nc1ccccc1)c1cccnc1 (configuration not stated)	i	-8
79	O=C(CNC(=O)c1ccco1)Nc1ccc(S(=O)(=O)N2CCCC2)cc1	i	-13
80	Nc1cc(Cl)ccc1N1CCCCCC1	i	-17
81	C[N+]1(CC(O)COc2ccccc2)CCN(C(=O)c2ccc([N+](=O)[O-])cc2)CC1 (configuration not stated)	i	-1
82	O=C1Nc2c(Br)cc(Br)cc2C1(O)N1CCOCC1 (configuration not stated)	i	-11
83	CCNc1nc(NCc2ccccc2)nc(SCC(N)=O)n1	i	-10
84	O=c1[nH]c(CN2CCN(S(=O)(=O)/C=C/c3ccccc3)CC2)nc2cc(Cl)ccc12	i	-2
85	C[C@H](CO)N1C[C@H](C)[C@@H](CN(C)S(C)(=O)=O)Oc2ccc(NC(=O)C3CCCCC3)cc2C1=O	nt	-1
86	CCN1C(=O)Nc2cccc3cccc1c23	i	-24
87	CCCCC(C(=O)NC(=O)NCc1ccccc1)N1C(=O)c2ccccc2C1=O (configuration not stated)	i	-30
88	Clc1ccccc1-c1nn2c(-c3ccccn3)nnc2s1	i	-12
89	CCc1ccc(C2C3=C(CCCC3=O)OC3=C2C(=O)CCC3)cc1	i	-8
90	Cc1ccc(C)c(NS(=O)(=O)c2cc(C(=O)N3CCc4ccccc4C3)ccc2Cl)c1	i	-21
91	O=c1cc(-c2ccccc2)cc(-c2ccccc2)n1O	i	6
92	COc1ccc(OC)c(NC(=O)COC(=O)CCC2CCCC2)c1	nt	-10
93	Cc1ccc(C(=O)NCC(=O)OCC(=O)NC(C)c2ccccc2)s1 (configuration not stated)	i	-10
94	N#Cc1cccc(-c2nnc(SCc3ccccc3C#N)o2)c1	i	-43
95	CCN(CC)S(=O)(=O)N1CCC(C(=O)NCCN2CCOCC2)CC1	i	-1
96	CN1CCN(C(=O)CCn2nc(-c3ccccc3)c3ccccc3c2=O)CC1	i	-27
97	Oc1cccc(Nc2ncnc3ccccc23)c1	i	15
98	O=c1[nH]cnc2c1ncn2Cc1ccc([N+](=O)[O-])cc1	i	-10
99	Cc1cccc(NC(=O)COC(=O)c2ccccc2SCC(=O)N2CCCC2)c1	i	-27
100	CN(CC(=O)NCc1cccnc1)S(=O)(=O)c1ccc2c(c1)c(=O)n(C)c(=O)n2C	i	-9

An excerpt from above in order of heavy-atom count, smallest number first.
entry	mol	CHT allo act	OX1R antagonist
80	Nc1cc(Cl)ccc1N1CCCCCC1	i	-17
97	Oc1cccc(Nc2ncnc3ccccc23)c1	i	15
82	O=C1Nc2c(Br)cc(Br)cc2C1(O)N1CCOCC1 (configuration not stated)	i	-11
98	O=c1[nH]cnc2c1ncn2Cc1ccc([N+](=O)[O-])cc1	i	-10
88	Clc1ccccc1-c1nn2c(-c3ccccn3)nnc2s1	i	-12
83	CCNc1nc(NCc2ccccc2)nc(SCC(N)=O)n1	i	-10
77	CCOc1ccc(NC(=O)NCCN2C(C)CCCC2C)cc1 (configuration not stated)	i	-8
92	COc1ccc(OC)c(NC(=O)COC(=O)CCC2CCCC2)c1	nt	-10
95	CCN(CC)S(=O)(=O)N1CCC(C(=O)NCCN2CCOCC2)CC1	i	-1
79	O=C(CNC(=O)c1ccco1)Nc1ccc(S(=O)(=O)N2CCCC2)cc1	i	-13
96	CN1CCN(C(=O)CCn2nc(-c3ccccc3)c3ccccc3c2=O)CC1	i	-27
99	Cc1cccc(NC(=O)COC(=O)c2ccccc2SCC(=O)N2CCCC2)c1	i	-27
84	O=c1[nH]c(CN2CCN(S(=O)(=O)/C=C/c3ccccc3)CC2)nc2cc(Cl)ccc12	i	-2
90	Cc1ccc(C)c(NS(=O)(=O)c2cc(C(=O)N3CCc4ccccc4C3)ccc2Cl)c1	i	-21
76	COc1ccc(-c2nc(SCC(=O)NCc3ccco3)c(-c3ccccc3)[nH]2)cc1OC	i	-24
85	C[C@H](CO)N1C[C@H](C)[C@@H](CN(C)S(C)(=O)=O)Oc2ccc(NC(=O)C3CCCCC3)cc2C1=O	nt	-1

(more compounds)
entry	mol	CHT allo act	OX1R antagonist
101	Cc1cc(=O)[nH]c(SCc2cc(Cl)ccc2OC(F)F)n1	i	-1
102	NC(=O)c1ccccc1OCC(=O)Nc1ccc(Cl)c(Cl)c1	i	-17
103	COc1cccc(C(=O)N2CCN=C2SC)c1	i	-11
104	COc1ccc(CNc2ccc(C)c(C)c2)cc1	i	-20
105	O=S(=O)(Nc1ccc(S(=O)(=O)N2CCCCCC2)cc1)c1cccs1	i	8
106	Cc1cc[n+](CC(=O)Nc2ccccc2)cc1	i	-6
107	CC(C)C(NC(=O)C1CCC(C(C)(C)C)CC1)C(=O)NCCCN1CCCCC1 (configuration not stated)	i	-20
108	CCc1ccc(NC(=O)Cn2c3[n+](c4c(F)c(F)ccc42)CCCCC3)cc1	i	-5
109	Cc1ccc2c(c1)nc(-n1nc(C)cc1C)c1nnnn12	i	-7
110	Cc1ccc(OCc2nnc(SCc3cc(=O)[nH]c4ccccc34)o2)cc1	i	-33
111	COc1ccc(S(=O)(=O)N2CCOC2CNC(=O)C(=O)NCCN2CCOCC2)cc1OC (configuration not stated)	i	-12
112	CC(=O)Nc1cccc(NC(=O)C2CCCN2C(=O)Nc2cccc(F)c2)c1 (configuration not stated)	i	4
113	CSC1=N/C(=C\c2c(F)cccc2Cl)C(=O)S1	i	-8

From PubChem
